# Assay outcomes: PubChem BioAssay, several laboratories
# DNMT1 block: DNMT1 (human) enzyme inhibition. P26358. DNMT1 molecular beacon, Hinp1I cleavage, fluorescence. inhibition (reported as % activation of signal), % at 10 µM. 360,000 compounds, 0.83% hits; in the data active = inhibition above about 50%
# TbMetRS inhib: blocks T. brucei methionyl-tRNA synthetase activity; 360,000 compounds, 0.4% hits; purified T. brucei MetRS, ATP depletion, Kinase-Glo luminescence; AID 624268; inhibition, % at 11.9 µM;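 active = inhibition above a per-plate cutoff of the control wells' mean inhibition plus 3 SD, cut at about 5.5% in these data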;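 also: 0% = DMSO wells median and 100% = median of wells with control inhibitor compound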
#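 Material: T. brucei methionyl-tRNA synthetase, purified; reagent: substrates ATP, L-methionine and bulk Escherichia coli tRNA; dosing: 11.9 µM single point; timing: 15 min plus 2 h at 25 °C; detection: luminescence of leftover ATP; evaluation: % inhibition; control set: DMSO-only wells as low control; replicates: singlicate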
# SUMO1-SIM PPI: modulators of human SUMO1-mediated protein-protein interactions | P63165 | SUMO1 binding to a labelled peptide, TR-FRET, 1 h | inhibition, % at 20 µM | 360,000 compounds, 0.33% hits; in the data active = inhibition above about 37%
# Target sequence (P63165 whole entry, looked up): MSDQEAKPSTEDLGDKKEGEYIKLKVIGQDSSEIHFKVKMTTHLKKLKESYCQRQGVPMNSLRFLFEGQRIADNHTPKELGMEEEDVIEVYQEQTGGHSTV
# NRP1-CendR mod: modulators of CendR peptide binding to human neuropilin-1; FAM-RPARPAR peptide binding to NRP-1, fluorescence polarization; 360,000 compounds, 0.85% hits; inhibition, % at 25 µM; O14786;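 active = inhibition or corrected inhibition above about 18%, plus a signal ratio from 0.5 to 1.5, limit read from the data, passing the limit was not always enough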; also: strong numbers were not always called active
# MsrA inhibitor: inhibits bovine methionine sulfoxide reductase A; purified bovine MsrA, absorbance read-out; inhibition, % at 15.5 µM; 360,000 compounds, 0.75% hits; AID 651718; in the data active = inhibition above about 4.5%;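 also: 0% = vehicle wells with enzyme and 100% = reference inhibitor wells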
# bovine MsrA act: bovine methionine sulfoxide reductase A activation. purified bovine MsrA, absorbance read-out. activation, % at 10.6 µM. 360,000 compounds, 0.3% hits; in the data active = activation above about 7.5%;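 also: 0% = vehicle and 100% = reference activator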
# Scp1 inh: inhibitors of human Scp-1 phosphatase. Q9GZU7. Recombinant Scp1, phosphopeptide, malachite green phosphate absorbance. inhibition, % at 20 µM. 340,000 compounds, 0.88% hits. AID 493091;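 active = inhibition above about 50% at 20 µM, limit read from the data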;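 also: plate controls were DMSO wells with enzyme for no effect and wells lacking enzyme for full effect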
#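 Assay system: SCP-1 catalytic fragment, aa 76-261 | Buffer or medium: Tris acetate buffer pH 5.5 with MgCl2 and Tween-20 | Compound: One concentration, 20 µM, with 1.0% DMSO | Also added: Phospho 17-mer peptide substrate | Signal: Absorbance at 630 nm | Incubation: 45 min enzyme reaction at room temperature | Measure: % inhibition of SCP-1 phosphate liberation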
# eLon inh: inhibitors of E. coli Lon protease | P0A9M0 | purified E. coli Lon protease, fluorescence polarization | inhibition, % at 7.94 µM | 360,000 compounds, 0.42% hits | AID 602123; in the data active = inhibition above about 13%, passing the limit was not always enough;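 also: 0% = enzyme with probe and DMSO and 100% = no enzyme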
# Target sequence (P0A9M0 whole entry, looked up): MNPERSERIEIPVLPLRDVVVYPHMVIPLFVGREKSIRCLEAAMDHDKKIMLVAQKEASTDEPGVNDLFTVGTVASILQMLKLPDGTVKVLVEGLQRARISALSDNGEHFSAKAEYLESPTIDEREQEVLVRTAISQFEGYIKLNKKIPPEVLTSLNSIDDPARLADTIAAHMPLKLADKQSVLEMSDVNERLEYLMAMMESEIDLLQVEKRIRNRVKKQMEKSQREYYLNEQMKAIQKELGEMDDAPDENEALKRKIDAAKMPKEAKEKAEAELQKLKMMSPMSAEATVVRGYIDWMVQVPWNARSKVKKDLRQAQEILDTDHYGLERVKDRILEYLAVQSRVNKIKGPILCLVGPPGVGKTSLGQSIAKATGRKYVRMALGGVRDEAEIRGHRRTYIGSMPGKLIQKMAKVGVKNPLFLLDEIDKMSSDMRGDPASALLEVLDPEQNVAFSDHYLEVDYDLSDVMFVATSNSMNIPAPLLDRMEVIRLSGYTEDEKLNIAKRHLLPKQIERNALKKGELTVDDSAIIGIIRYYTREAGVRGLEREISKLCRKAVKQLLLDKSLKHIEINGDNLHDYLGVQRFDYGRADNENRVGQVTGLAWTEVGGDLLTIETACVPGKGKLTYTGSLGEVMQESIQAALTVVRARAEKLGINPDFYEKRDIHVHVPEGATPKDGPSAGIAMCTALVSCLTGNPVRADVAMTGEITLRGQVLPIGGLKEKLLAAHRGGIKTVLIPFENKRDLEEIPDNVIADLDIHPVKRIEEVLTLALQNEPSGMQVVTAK
# STEP inh: STEP (human) phosphatase inhibition; recombinant STEP, OMFP fluorogenic substrate, fluorescence; 360,000 compounds, 0.25% hits; inhibition, % at 20 µM; P54829;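 active = inhibition at 20 µM, scaled per plate between control wells, above about 37%, limit read from the data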;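 also: 0% = DMSO with enzyme and substrate and 100% = substrate only without enzyme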
#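 Assay system: isolated STEP enzyme. Buffer or medium: pH 6.0 Bis-Tris with DTT and Tween 20. Also added: fluorogenic phosphatase substrate OMFP at 25 µM final. Dosing: 20 µM, 1% DMSO. Timing: 20 min reaction, room temperature, in the dark. Measured by: fluorescence intensity, excitation 480 nm, emission 540 nm. Evaluation: normalized % inhibition.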
# LMPTP inh: blocks human LMPTP phosphatase. P24666. recombinant LMPTP-A, OMFP fluorogenic substrate, fluorescence intensity. inhibition, % at 20 µM. 360,000 compounds, 0.22% hits. AID 651560;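 active = compounds that cut the enzyme signal by at least half of the control window in the single-dose screen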;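 also: plate controls were DMSO wells with enzyme plus substrate for no effect and substrate without enzyme for full effect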
# Target sequence (P24666 whole entry, looked up): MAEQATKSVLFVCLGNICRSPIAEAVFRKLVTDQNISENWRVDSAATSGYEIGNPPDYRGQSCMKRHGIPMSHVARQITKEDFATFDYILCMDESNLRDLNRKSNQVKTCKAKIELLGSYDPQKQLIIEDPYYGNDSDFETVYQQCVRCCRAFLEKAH
#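 Test system – LMPTP-A enzyme · Amount – LMPTP-A at 0.625 nM final in the reaction · Buffer or medium – Bis-Tris pH 6.0, DTT, detergent · Reagent – OMFP 400 µM · Doses – single 20 µM dose · Schedule – reaction 50 min, room temperature, dark · Detection – fluorescence intensity of OMFP turnover product · Evaluation – percent inhibition versus substrate-only and uninhibited controls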
# * marks the source's active call; other numbers are inactive results; x = no result given.
mol | DNMT1 block | TbMetRS inhib | SUMO1-SIM PPI | NRP1-CendR mod | MsrA inhibitor | bovine MsrA act | Scp1 inh | eLon inh | STEP inh | LMPTP inh
CC(C)(C)c1ccccc1NC(=O)CN1C(=O)NC(Cc2ccccc2)C1=O (stereo not drawn) | 0 | -0.1 | -2 | 5 | -1.0 | 0 | -4 | -1 | -2 | -0.4
Cc1ccc(S(=O)(=O)NCCCn2ccnc2)cc1C(=O)NC(C)C | 0 | -1.3 | -2 | -10 | -0.1 | -4 | -1 | 0 | -1 | -4.2
CN(CC(=O)Nc1ccccc1C(F)(F)F)C(=O)COc1cccnc1[N+](=O)[O-] | -1 | 0.4 | -4 | -6 | 0.9 | 0 | -9 | 4 | 0 | -0.4
CCN(CC(=O)Nc1c(F)cccc1F)C(=O)C1COc2ccccc2O1 (stereo not drawn) | 5 | -0.3 | -3 | -6 | -0.5 | -8 | -5 | -12 | -5 | 1.0
O=C(Cn1cc(C(=O)c2cccs2)c2ccccc21)NCc1cccs1 | -1 | -0.2 | 0 | 10 | 2.1 | -6 | -12 | -5 | 0 | 0.5
COc1ccc(-c2cn3c(C)c(C(=O)NC(C)(C)C)sc3n2)cc1 | 2 | -0.8 | 1 | -5 | 0.7 | 0 | -15 | -13 | -2 | 0.0
CCOCCCNC(=O)C1CCCN1C(=O)NC1CCCCC1 (stereo not drawn) | -2 | -1.0 | -3 | 1 | 0.7 | -1 | -12 | -4 | -8 | -1.3
OC(C[n+]1ccccc1)c1ccccc1 (stereo not drawn) | -3 | -0.9 | 3 | -16 | 0.3 | -3 | -2 | 5 | -2 | -1.9
O=C(Cc1ccc(F)cc1)Nc1nnc(-c2ccc(F)cc2)o1 | 2 | -0.2 | -1 | 12 | 0.7 | -1 | -3 | -4 | 0 | 0.0
Cc1nc(CCNC(=O)C2CCC(=O)N(Cc3ccc(Cl)cc3)C2)sc1C (stereo not drawn) | 1 | -0.3 | -3 | 4 | 0.3 | -1 | -2 | -12 | 0 | -0.7
O=C(NCCN1CCOCC1)c1cccc(S(=O)(=O)N2CCCCCC2)c1 | 5 | -1.5 | 2 | 8 | 0.0 | -12 | -6 | 3 | -10 | -1.2
Clc1ccc(Cn2ncc3c(N4CCCC4)ncnc32)cc1 | -1 | -1.2 | -2 | 0 | 0.2 | -4 | 0 | -15 | -9 | -0.8
CC1CCN(CC(C)OC(=O)c2ccc3c(c2)OCCO3)CC1 (stereo not drawn) | 1 | -0.5 | 0 | 2 | 0.8 | -2 | -7 | -1 | 1 | -0.3
COc1cc2c(cc1OC)/C(=C/C(C)=O)OC2 | x | -0.1 | -12 | 16 | 6.9* | x | x | x | x | 0.6
Clc1ccc2nc(-c3cccc(Br)c3)c(Cc3ccsc3)n2c1 | 3 | -1.1 | 5 | -23 | -0.2 | -8 | x | -2 | -1 | 0.5

# Entries listed so far that bear a hit mark in MsrA inhibitor.
canonical_smiles	DNMT1 block	TbMetRS inhib	SUMO1-SIM PPI	NRP1-CendR mod	MsrA inhibitor	bovine MsrA act	Scp1 inh	eLon inh	LMPTP inh
COc1cc2c(cc1OC)/C(=C/C(C)=O)OC2	x	-0.1	-12	16	6.9*	x	x	x	0.6

# Continuation.
mol | DNMT1 block | TbMetRS inhib | SUMO1-SIM PPI | NRP1-CendR mod | MsrA inhibitor | bovine MsrA act | Scp1 inh | eLon inh | STEP inh | LMPTP inh
CCCCNC(=O)c1ccc2nc(CC)c(N(CC)CCN(C)C)n2c1 | -1 | -0.3 | -2 | 2 | -0.4 | -3 | x | 13 | -1 | -3.1
C/C(=N/NC(=O)CN1CCN(S(=O)(=O)c2ccc(Br)cc2)CC1)c1ccco1 | 1 | 0.5 | -6 | -10 | 0.3 | -2 | -9 | 5 | 2 | -1.2
COc1cc(CN2C[C@@H](CO)O[C@@H](n3cnc4c(N5CCCC5)ncnc43)C2)cc(OC)c1OC | 2 | -0.1 | -3 | 3 | 0.3 | -8 | x | -3 | 0 | 2.9
O=S1(=O)CCN(CCCCc2ccccc2)CC1 | 2 | -0.4 | 1 | 6 | 1.2 | -3 | x | 0 | 2 | -1.4
CC(=O)Nc1ccc(S(=O)(=O)NC(C)C(=O)OCC(=O)NC2CCCC2)cc1 (stereo not drawn) | 0 | -0.8 | 0 | -3 | 0.3 | -8 | 1 | 6 | 2 | -0.4
COC(=O)c1ccccc1NC(=O)C1CCN(C(=O)Cc2ccccc2)CC1 | -1 | 0.6 | -5 | 20 | 0.0 | -1 | -7 | 10 | 0 | -1.4
O=C1CCCN1CCC1CCCCN1Cc1nc(-c2cnccn2)no1 (stereo not drawn) | 3 | 0.4 | -6 | 7 | 0.1 | -3 | 1 | 11 | -1 | -0.2
CCCN(C(=O)COC(=O)CSc1ccc([N+](=O)[O-])cc1)C1CCS(=O)(=O)C1 (stereo not drawn) | 2 | 0.8 | -23 | 15 | 2.0 | 4 | -5 | -13 | 2 | 0.1
COc1ccccc1OCC(=O)NNC(=O)c1ccc(F)c(S(=O)(=O)N2CCOCC2)c1 | -4 | -0.3 | -2 | -1 | 0.2 | 1 | -2 | 2 | -3 | -2.0
Cc1ccc(NC(=O)COC(=O)CCC(=O)c2cccs2)cc1C | 0 | -0.3 | 2 | -2 | -0.5 | -4 | -20 | -8 | 0 | -0.1
Cc1cc([N+](=O)[O-])nn1Cc1ccccc1F | 1 | -2.8 | -7 | 8 | 1.1 | -9 | -2 | 6 | -1 | -0.5
O=C(COC(=O)c1cnccn1)c1ccc([N+](=O)[O-])cc1 | -7 | 0.4 | -39 | 0 | -2.1 | -5 | -3 | 13 | -2 | 0.0
O=c1[nH]c(-c2ccccc2)ncc1OCc1ccccc1 | 3 | -0.1 | 7 | 2 | 0.4 | -3 | -10 | -5 | 1 | -0.1
c1ccc(OCCCn2nnc(-c3cccnc3)n2)cc1 | -5 | 0.4 | -1 | -11 | 1.0 | -2 | -1 | 4 | 2 | -0.8
Cc1cc(C)c(OCCCCN2CCC(C)CC2)c(Br)c1 | 5 | -0.6 | -1 | 6 | 0.1 | 1 | -11 | 2 | 2 | 0.0
CCC(=O)NC(=S)Nc1ccccc1OC | 0 | 0.5 | 1 | 1 | 0.2 | -2 | -12 | -2 | 6 | -0.8
COc1ccc(S(=O)(=O)N2CCCCC2)cc1C(=O)Nc1cc(C)on1 | 4 | -0.4 | 1 | -2 | 0.2 | -2 | -8 | 7 | -2 | -0.6
O=C(Nc1ccc(F)cc1)C(=O)C1C(=O)Nc2ccccc21 (stereo not drawn) | 2 | -0.4 | 2 | -16 | 1.1 | -4 | -21 | 0 | 1 | -1.4
CCC(C)(C)NC(=O)C(c1cccs1)N(C(=O)c1ccn[nH]1)c1ccccc1 (stereo not drawn) | 6 | -0.6 | -2 | -8 | 0.5 | -6 | 1 | -8 | -4 | -0.7
c1coc(Cn2c(SCc3nc4ccccc4[nH]3)nnc2-c2cccs2)c1 | 0 | 4.4 | 6 | -15 | 0.0 | -2 | 0 | -10 | -2 | -1.0
C[C@H](O)[C@@H]1CN2CCc3c([nH]c4ccccc34)[C@@H]2C[C@@H]1N(C)C(=O)Nc1cccc2ccccc12 | -33 | 0.1 | -14 | -6 | 2.6 | 1 | x | 10 | 4 | 0.5
O=C(CN(CC1CCCO1)C(=O)CNS(=O)(=O)c1ccc(Cl)cc1)NC1CCCCC1 (stereo not drawn) | 1 | -0.2 | -3 | -13 | 0.1 | -2 | -7 | 0 | -1 | 0.1
COc1ccc(C(C)=O)cc1CN1C(=O)C(C)N(c2ccc(C)cc2)C1=O (stereo not drawn) | -2 | -0.3 | 2 | 1 | 1.2 | 9.0* | 1 | -3 | -1 | -0.7
CN(C)c1ccc(S(=O)(=O)NCC(=O)NCc2ccccc2)cc1[N+](=O)[O-] | -2 | -1.4 | -13 | 2 | -1.7 | -2 | -4 | -7 | 0 | 0.5
COc1ccccc1NC(=O)CSc1nnc(NC(=O)c2ccco2)s1 | 2 | -0.2 | 1 | 3 | 0.5 | -2 | -15 | 1 | 0 | -1.3
CC(=O)C1=C(O)C(=O)N(CCN2CCOCC2)C1c1ccccc1 (stereo not drawn) | -7 | -0.6 | -5 | -6 | 1.4 | -5 | -4 | -1 | -1 | -2.6
Cc1cc(NS(=O)(=O)c2ccc(NC(=O)c3ccc(Cl)cc3Cl)cc2)no1 | 0 | 1.5 | -1 | -14 | -1.6 | -1 | -5 | -4 | 0 | -1.2
O[C@@H]1CN(Cc2cccs2)[C@@H](c2ccccc2)C[C@H]1n1cc(-c2ccc(F)cc2)nn1 | -7 | -0.6 | 1 | 5 | -0.5 | 0 | x | -2 | -1 | 0.3
O=C1OC(c2ccccc2)=C/C1=C\N1CCOCC1 | 2 | 0.1 | -5 | -4 | 0.7 | -2 | 0 | -6 | 1 | -0.1
COc1ccc(CC(C)N2CCN(c3ccccc3)CC2)cc1OC (stereo not drawn) | -2 | -0.6 | 2 | -1 | -0.3 | -4 | 6 | -8 | -1 | 0.0
Nc1nccnc1C(=O)OCC(=O)NNC(=O)c1ccccc1 | 1 | -0.3 | -1 | -5 | 2.1 | -3 | 0 | -2 | 0 | -1.4

# Reprinted from the entries so far (two entries):
mol | DNMT1 block | TbMetRS inhib | SUMO1-SIM PPI | NRP1-CendR mod | MsrA inhibitor | bovine MsrA act | Scp1 inh | eLon inh | STEP inh | LMPTP inh
CCC(=O)NC(=S)Nc1ccccc1OC | 0 | 0.5 | 1 | 1 | 0.2 | -2 | -12 | -2 | 6 | -0.8
COc1ccc(S(=O)(=O)N2CCCCC2)cc1C(=O)Nc1cc(C)on1 | 4 | -0.4 | 1 | -2 | 0.2 | -2 | -8 | 7 | -2 | -0.6

# Structural class, the compounds so far containing bromine
mol | DNMT1 block | TbMetRS inhib | SUMO1-SIM PPI | NRP1-CendR mod | MsrA inhibitor | bovine MsrA act | Scp1 inh | eLon inh | STEP inh | LMPTP inh
Clc1ccc2nc(-c3cccc(Br)c3)c(Cc3ccsc3)n2c1 | 3 | -1.1 | 5 | -23 | -0.2 | -8 | x | -2 | -1 | 0.5
C/C(=N/NC(=O)CN1CCN(S(=O)(=O)c2ccc(Br)cc2)CC1)c1ccco1 | 1 | 0.5 | -6 | -10 | 0.3 | -2 | -9 | 5 | 2 | -1.2
Cc1cc(C)c(OCCCCN2CCC(C)CC2)c(Br)c1 | 5 | -0.6 | -1 | 6 | 0.1 | 1 | -11 | 2 | 2 | 0.0
